TCR CD3 inh: inhibitors of human TCR-CD3 interaction | TAMRA-labeled TCR probe fluorescence, biochemical | inhibition, % at 9.4 µM | 0.37% of 360,000 active | AID 651800; in the data active = inhibition above about 19%;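 also: recombinant mutant TCR 2C K166C tagged with TAMRA read by polarization; 0% = receptor in buffer alone and 100% = receptor with positive control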
DDE Tn7 FP inh: disrupts Tn7 cyclic peptide binding to fibrin D-Dimer-E complex. P02675. FP displacement of FITC-Tn7 peptide from fibrin DD(E); 0% = median of compound wells per plate. inhibition, % at 8.3 µM. 0.13% of 370,000 active. AID 720508;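 active = inhibition above the mean of compounds falling within the control limits plus 3 SD of them, cut at about 14% in these data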;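 also: 0% = plate median of compound wells and 100% = 10 µM Aha-Tn7 peptide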
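Test system: human clot-derived fibrin DD(E) complex / Quantity: 2 µM final DD(E) protein / Incubation: 10 min plus 3 h, room temperature / Measured by: fluorescence polarization / Benchmarks: high control of 10 µM Aha-Tn7 peptide / Replicates: singlicate testing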
UHRF1 binding: human UHRF1 methylated DNA binding inhibitors. AID 687016. UHRF1 binding to methylated oligo, TR-FRET. 0.75% of 370,000 active. inhibition, % at 4.4 µM; in the data active = inhibition above about 21%;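 also: UHRF1 SRA domain binding a hemimethylated CpG hairpin DNA probe; 0% = median of test compound wells and 100% = reference inhibitor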
TDP2 inh: TDP2 (human) inhibition, absorbance primary screen | O95551 | recombinant TDP2, T5PNP hydrolysis, p-nitrophenol absorbance 415 nm | inhibition, % at 12.8 µM | 0.34% of 370,000 active | AID 720702;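 active = inhibition above the mean of all tested compounds plus 3 SD, set per campaign, cut at about 25% in these data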;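 also: 0% = DMSO with enzyme and 100% = buffer with substrate but no TDP2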
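Assay system: Recombinant human TDP2 | Quantity: 120 nM TDP2 per well | Incubation: 2 h at 37 °C | Signal: Epi absorbance | Evaluation: Percent inhibition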
LEDGF integ inh: blocks HIV-1 LEDGF/p75-dependent DNA integration | TR-FRET IN-LEDGF/p75 DNA integration, Eu/Cy5 | inhibition, % at 3.7 µM | 0.64% of 370,000 active;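 active = inhibition above the screen-wide mean plus 3 SD, cut at about 13% in these data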;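 also: signal is the Cy5 over europium emission ratio at 671 and 618 nm; 0% = plate median of compound wells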
SIAE primary: inhibitors of human sialic acid acetylesterase SIAE; inhibition, % at 9.66 µM; 0.69% of 370,000 active; Q9HAT2; SIAE FP-Rh probe binding, fluorescence polarization; AID 1053197;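 active = inhibition above a cutoff: mean of compounds within the control limits plus 3 SD of those, cut at about 17% in these data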;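 also: 0% = plate median of compound wells and 100% = probe without SIAE protein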
mABHD4 FP: ABHD4 (mouse) inhibition, primary FP screen; 0.54% of 370,000 active; inhibition, % at 8.92 µM; Q8VD66; purified mABHD4, FP-Rh probe fluorescence polarization;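 active = inhibition exceeding the mean over every tested compound plus 3 SD, cut at about 30% in these data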;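 also: 0% = plate median of compound wells and 100% = S159A mutant with DMSO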
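Assay system: Wild-type mouse ABHD4 protein | Medium: HEPES pH 7.0 buffer, 150 mM NaCl, 0.01% Pluronic F-127 | Incubation: Enzyme–compound pre-incubation 45 min, then probe 60 min, both 25 °C | Technique: Fluorescence polarization with parallel and perpendicular emission, 525/598 nm | Evaluation: % inhibition of FP-Rh probe binding versus controls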
PRMT1 FP inh: PRMT1 (human) inhibition, primary screen; inhibition, % at 2.79 µM; AID 652257; 1.3% of 370,000 active; recombinant PRMT1, activity-based probe fluorescence polarization;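 active = inhibition above about 21% made by adding two undisclosed values, limit read from the data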
Target sequence (Q99873 whole entry, looked up): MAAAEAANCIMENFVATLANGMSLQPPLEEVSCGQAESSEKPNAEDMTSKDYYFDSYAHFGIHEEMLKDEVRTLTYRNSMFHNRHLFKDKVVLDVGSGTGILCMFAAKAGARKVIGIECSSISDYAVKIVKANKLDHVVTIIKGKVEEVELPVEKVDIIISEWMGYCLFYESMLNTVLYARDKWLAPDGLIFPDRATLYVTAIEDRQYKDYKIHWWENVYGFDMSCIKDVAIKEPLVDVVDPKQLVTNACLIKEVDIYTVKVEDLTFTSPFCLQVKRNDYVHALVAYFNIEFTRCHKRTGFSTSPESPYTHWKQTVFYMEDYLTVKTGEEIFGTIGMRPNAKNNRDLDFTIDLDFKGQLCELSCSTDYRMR
HTRA1 inh: inhibitors of human serine peptidase HTRA1; inhibition, % at 5.96 µM; 0.5% of 340,000 active; Q92743; recombinant HTRA1, FP-rhodamine activity-based probe, fluorescence polarization; in the data active = inhibition above about 36%;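 also: 0% = enzyme with DMSO and 100% = wells lacking enzyme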
Target sequence (Q92743 whole entry, looked up): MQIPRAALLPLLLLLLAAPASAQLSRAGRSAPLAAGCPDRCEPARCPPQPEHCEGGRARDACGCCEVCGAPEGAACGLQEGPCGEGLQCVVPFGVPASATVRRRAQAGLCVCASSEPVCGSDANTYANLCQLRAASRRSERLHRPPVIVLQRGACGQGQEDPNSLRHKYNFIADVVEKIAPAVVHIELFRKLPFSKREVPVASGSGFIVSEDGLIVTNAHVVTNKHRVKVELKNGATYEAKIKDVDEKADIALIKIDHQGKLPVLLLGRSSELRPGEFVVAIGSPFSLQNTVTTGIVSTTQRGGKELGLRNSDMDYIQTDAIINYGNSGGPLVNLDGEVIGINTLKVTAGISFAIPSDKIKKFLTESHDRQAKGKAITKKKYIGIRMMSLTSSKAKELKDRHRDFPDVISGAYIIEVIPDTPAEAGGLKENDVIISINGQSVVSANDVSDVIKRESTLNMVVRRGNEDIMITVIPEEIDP
PG9 binder: PG9 antibody binding by small molecule. inhibition, % at 6.7 µM. 0.43% of 360,000 active. TR-FRET gp120-PG9 antibody binding; in the data active = inhibition above about 8.5%
The depositor's hits bear a star; . = not tested or not shown.

SMILES,TCR CD3 inh,DDE Tn7 FP inh,UHRF1 binding,TDP2 inh,LEDGF integ inh,SIAE primary,mABHD4 FP,PRMT1 FP inh,HTRA1 inh,PG9 binder
O=C(NCc1ccccc1)C(c1ccccc1)n1c(C2CC2)nc2ccccc21 (stereo not given),0,2,2,1,-2,5,4,0,.,-3.0
Cc1cc(CN(C)C(=O)C2CCC(=O)N(CCc3cccc(F)c3)C2)on1 (stereo not given),-1,10,1,4,0,-5,1,1,-2,-0.6
C=CCOc1ccc(/C=C2\SC(=S)N(N3CCOCC3)C2=O)cc1,-2,-6,-2,16,3,4,-2,-2,5,-0.7
COc1cc(OC)cc(C(=O)Nc2nnc(Cc3ccc(OC)c(OC)c3)s2)c1,0,1,20,1,0,-10,-2,2,1,0.7
CCCCN(C(=O)Nc1ccc(Cl)cc1)C1CCN(C(C)=O)CC1,-2,7,-4,-7,-1,2,0,-2,-4,2.5
COc1ccc(CC(=O)NCCCc2ccccc2)cc1OC,10,-2,-2,10,1,0,-2,-6,5,-0.3
O=C(Nc1cccc(Cl)c1)OCc1cn(-c2ccccc2)nn1,3,-1,0,5,-3,-11,-7,-2,-39,-1.2
COc1ccc(OC)c(CCNC(=O)CCc2cn(C)c3ccccc23)c1,6,4,-1,12,-8,-1,3,-4,-3,-3.5
O=C(O)CCC(=O)Nc1ccc(/C=C/C(=O)C2CC2)cc1,-2,-1,-3,6,-3,0,8,4,5,-1.9
NC(=O)c1cc2ccc(O)cc2oc1=NCc1ccccc1,0,-7,-2,-27,-1,9,5,4,-1,2.3
Cc1nc(-c2cccc(NS(=O)(=O)c3ccccc3)c2)cs1,-5,-1,1,-11,-4,-4,-8,2,-10,1.0
COc1cc(F)ccc1-c1csc(C(C)(NC(C)=O)c2ccccc2)n1 (stereo not given),-3,-1,4,-4,1,7,-14,-1,.,-0.1
O=C(CSc1ccc(-c2ccncc2)nn1)c1ccc(Cl)cc1,3,0,-1,-14,2,0,0,-10,3,-2.5
CCOC(=O)/C(C(=O)Nc1ccccc1Br)=C1/NC(C)(C)Cc2ccccc21,8,6,0,6,1,3,-5,3,-4,-1.7
COc1ccc(-c2noc(CCC(=O)N(C)c3cccc(C)c3)n2)cc1,9,-1,0,-12,-4,2,9,-1,-8,-0.8
COC(=O)c1ccccc1NC(=O)C1CCN(c2ncnc3c2nc2n3CCCCC2)CC1,6,0,1,-3,3,-3,0,0,-1,-2.0
O=C(c1ccc2nc(N3CCOCC3)sc2c1)N1CCC(Cc2ccccc2)CC1,1,-5,3,-4,3,-4,-8,-7,-41,0.8
Cc1ccccc1NC(=O)Cc1nnc(SCC(=O)NC2=NCCS2)n1C,-3,-3,0,7,2,-7,0,5,6,-0.2
COc1ccnc(Oc2ccc(C)cc2C)c1C#N,1,-1,1,-10,1,2,2,1,0,1.0
CCOc1cc(/C=C2\SC(=N)N(c3nonc3N)C2=O)ccc1OCC(N)=O,1,3,0,-4,1,-35,0,-3,1,-2.7
CCOC(=O)Cn1ncc2c(=O)oc3ccccc3c21,-2,-3,5,-8,1,2,-9,0,0,-0.9
CCOC(=O)Cn1c(=O)c2c(nc3n2CCCCN3c2ccc(OCC)cc2)n(C)c1=O,-3,-4,-1,16,-2,4,3,2,-6,-1.6
Cc1nc2ccc(S(=O)(=O)NC(C(=O)N3CCCCCC3)C(C)C)cc2s1 (stereo not given),-3,5,3,-5,4,-3,-2,12,-7,-0.9
CCNC(=S)NS(=O)(=O)c1ccc(Cl)cc1,-1,-3,5,37*,1,-1,14,0,4,-0.2
O=C(NCc1ccc(F)cc1)c1cnn2ccccc12,-5,0,1,3,-2,2,2,2,-4,-1.2
CCOC(=O)C1CCN(C(c2cccs2)c2sc3nc(C)nn3c2O)CC1 (stereo not given),-5,3,1,-2,0,1,1,3,-2,0.0
CCCC[C@H]1C2CC(OC(=O)Nc3cccc(C#N)c3)C(C2)[C@H]2CCCCN21 (stereo not given in full),.,13,-1,4,-2,1,0,-1,.,.
CC(=O)N1c2c(cc(Br)cc2S(=O)(=O)NCc2ccc(C)cc2)CC1C (stereo not given),7,2,1,15,3,4,0,-5,-4,0.6
O=C(Nc1ccc2c3c(cccc13)CC2)c1ccco1,-1,-7,-3,-12,1,-2,11,10,8,-1.6
CCC(CC)c1nnc(NC(=O)c2cccc(S(=O)(=O)N3CCOCC3)c2)s1,9,7,1,-9,1,-9,-2,-1,1,-1.4
C=CCNC(=O)C1CC(=O)N(c2ccc(OCC(=O)Nc3cccc(OC)c3)cc2)C1 (stereo not given),2,-2,-1,9,-1,-7,-11,0,3,-1.9
CC(C)/C=C/CN1CCC(Oc2ccc(C(=O)N3CCCC3)cc2)CC1,6,-8,0,-2,3,11,-1,0,-2,-0.2
Cc1cc(N2CCCN(C)CC2)nc2cc(Cl)ccc12,4,-8,-11,-9,7,5,2,-2,0,-5.1
CCN(CCCn1c(=S)[nH]c2ccc(N3CCOCC3)cc2c1=O)c1ccccc1,-5,-5,4,7,4,0,2,-4,17,-1.8
CC(OC(=O)c1ccc(OCC2CCCO2)cc1)C(=O)N(C)Cc1ccccc1 (stereo not given),-4,2,2,1,-4,3,2,3,-4,0.6
Oc1cccc(C2c3[nH]c4ccccc4c3CCN2Cc2cnn(-c3ccccc3)c2)c1 (stereo not given),-5,-3,-2,6,0,-2,-12,1,-49,-1.1
COc1ccc(-c2nc(=S)[nH][nH]2)cc1OC,1,10,2,-2,-1,4,4,13,5,0.6
Cc1cc(N2CCN(CC(C)(C)O)C[C@@H]2C)ccc1N1CCN(CC(C)(C)O)[C@@H](C)C1,13,-3,-3,0,5,3,-1,-1,.,0.3
COc1cc(C(=S)N2CCOCC2)ccc1OC(=O)c1cc([N+](=O)[O-])cc([N+](=O)[O-])c1,8,-3,0,2,-1,-1,6,7,0,-0.9
CCN(CC)S(=O)(=O)c1ccc2[nH]cc(C(=O)NCCN3CCCCCC3)c(=O)c2c1,6,-1,4,-3,1,-8,1,-1,-3,-1.3
COc1cc(C(=O)N/C(=C\c2cn(S(=O)(=O)N(C)C)c3ccccc23)C(=O)NCCCO)cc(OC)c1OC,-4,-3,1,-20,-1,-8,-7,-4,-1,-0.9
CCc1cc2c(SCC(=O)NCC3CCCO3)ncnc2s1 (stereo not given),-2,-5,-1,-10,6,-8,-3,-5,-1,-0.9
CC1CCCN(C(=O)c2ccc(Br)c(S(=O)(=O)N3CCOCC3)c2)C1 (stereo not given),0,-3,-1,-1,-2,4,4,-1,-2,2.1
COC(=O)C1(C)CCc2c(ccc3ccccc23)C1=O (stereo not given),4,1,-2,4,0,4,-4,-2,.,-1.8

Structures shown so far that have an aryl methoxy group (10):
SMILES,TCR CD3 inh,DDE Tn7 FP inh,UHRF1 binding,TDP2 inh,LEDGF integ inh,SIAE primary,mABHD4 FP,PRMT1 FP inh,HTRA1 inh,PG9 binder
COc1cc(OC)cc(C(=O)Nc2nnc(Cc3ccc(OC)c(OC)c3)s2)c1,0,1,20,1,0,-10,-2,2,1,0.7
COc1ccc(CC(=O)NCCCc2ccccc2)cc1OC,10,-2,-2,10,1,0,-2,-6,5,-0.3
COc1ccc(OC)c(CCNC(=O)CCc2cn(C)c3ccccc23)c1,6,4,-1,12,-8,-1,3,-4,-3,-3.5
COc1cc(F)ccc1-c1csc(C(C)(NC(C)=O)c2ccccc2)n1 (stereo not given),-3,-1,4,-4,1,7,-14,-1,.,-0.1
COc1ccc(-c2noc(CCC(=O)N(C)c3cccc(C)c3)n2)cc1,9,-1,0,-12,-4,2,9,-1,-8,-0.8
COc1ccnc(Oc2ccc(C)cc2C)c1C#N,1,-1,1,-10,1,2,2,1,0,1.0
C=CCNC(=O)C1CC(=O)N(c2ccc(OCC(=O)Nc3cccc(OC)c3)cc2)C1 (stereo not given),2,-2,-1,9,-1,-7,-11,0,3,-1.9
COc1ccc(-c2nc(=S)[nH][nH]2)cc1OC,1,10,2,-2,-1,4,4,13,5,0.6
COc1cc(C(=S)N2CCOCC2)ccc1OC(=O)c1cc([N+](=O)[O-])cc([N+](=O)[O-])c1,8,-3,0,2,-1,-1,6,7,0,-0.9
COc1cc(C(=O)N/C(=C\c2cn(S(=O)(=O)N(C)C)c3ccccc23)C(=O)NCCCO)cc(OC)c1OC,-4,-3,1,-20,-1,-8,-7,-4,-1,-0.9

In the list so far, these contain a cyano group.
SMILES,TCR CD3 inh,DDE Tn7 FP inh,UHRF1 binding,TDP2 inh,LEDGF integ inh,SIAE primary,mABHD4 FP,PRMT1 FP inh,HTRA1 inh,PG9 binder
COc1ccnc(Oc2ccc(C)cc2C)c1C#N,1,-1,1,-10,1,2,2,1,0,1.0
CCCC[C@H]1C2CC(OC(=O)Nc3cccc(C#N)c3)C(C2)[C@H]2CCCCN21 (stereo not given in full),.,13,-1,4,-2,1,0,-1,.,.
